# Screens (PubChem)
# CIT2 TOR yeast: yeast TOR pathway CIT2-GFP modulation. S. cerevisiae CIT2-GFP strain, flow cytometry, 3 h; 100 means same as DMSO wells. GFP response vs DMSO, % at 10 µM. 320,000 tested, 0.065% active;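 active = GFP response relative to DMSO above a set limit, near the screen mean plus 3 SD, cut at about 150% in these data; inconclusive = Fewer than 70 cells measured for a yeast strain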;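 also: ratio of well median GFP fluorescence to mean of DMSO wells on the plate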
# procasp7 counter: counter-screen: procaspase-7 (human) activation. activation, % at 8.5 µM. 330,000 tested, 0.093% active. P55210. recombinant procaspase-7, Ac-DEVD-pNA absorbance 405 nm; D23A/D198A/D206A triple mutant, cannot self-cleave; scale: DMSO 0, 5 µM enzyme 100. AID 463210;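 active = percent activation above the screen-wide mean plus 3 SD, cut at about 25% in these data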
# Target sequence (P55210 whole entry D23A/D198A/D206A): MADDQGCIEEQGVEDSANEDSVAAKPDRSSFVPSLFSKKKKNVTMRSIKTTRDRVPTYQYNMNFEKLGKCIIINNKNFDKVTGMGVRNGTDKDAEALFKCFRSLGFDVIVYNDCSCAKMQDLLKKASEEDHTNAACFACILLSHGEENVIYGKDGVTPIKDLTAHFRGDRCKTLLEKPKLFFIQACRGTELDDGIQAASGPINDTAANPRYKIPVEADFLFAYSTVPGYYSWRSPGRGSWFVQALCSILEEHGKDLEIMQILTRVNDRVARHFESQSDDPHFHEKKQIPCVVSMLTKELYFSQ
#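 System: Uncleavable procaspase-7 mutant enzyme; Amount: 2 µM procaspase-7 mutant as dispensed; Schedule: 1 h compound preincubation, 2 h substrate cleavage, 25 °C; Measured by: 405 nm absorbance of p-nitroaniline; Evaluation: percent activation from buffer-corrected 0–120 min absorbance change; Control set: low DMSO alone, high DMSO plus 5 µM PC-7.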
# proCasp3 act: activates human procaspase-3; recombinant procaspase-3 D3A, Ac-DEVD-pNA absorbance 405 nm; AID 463141; 330,000 tested, 0.11% active; P42574; activation, % at 8.5 µM;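 active = activation above the mean of all tested compounds plus 3 SD, cut at about 21% in these data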;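 also: 0% = DMSO alone and 100% = DMSO wells spiked with extra 5 µM PC-3 D3A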
# Target sequence (P42574 whole entry D9A/D28A/D175A): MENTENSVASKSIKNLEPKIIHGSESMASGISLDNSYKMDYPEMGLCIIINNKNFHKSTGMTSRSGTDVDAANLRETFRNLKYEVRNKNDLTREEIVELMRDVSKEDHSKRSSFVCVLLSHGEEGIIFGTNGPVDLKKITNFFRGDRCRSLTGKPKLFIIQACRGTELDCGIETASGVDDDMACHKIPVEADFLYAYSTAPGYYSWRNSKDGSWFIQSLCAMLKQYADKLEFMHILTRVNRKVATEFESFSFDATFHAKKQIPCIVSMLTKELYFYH
#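 Assay system – Procaspase-3 D3A mutant, all three cleavage aspartates alanine · Controls – DMSO-only low control, 5 µM PC-3 D3A high control · Schedule – 1 h compound preincubation, 2 h substrate hydrolysis at 25 °C · Signal – 405 nm absorbance of p-nitroaniline, reads at 0 and 120 min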
# AHR activator: activators of human aryl hydrocarbon receptor | AID 2796 | activation, % at 5 µM | 320,000 tested, 2.5% active | P35869 | AHR-responsive luciferase reporter cells, luminescence; in the data active = activation above about 47%;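 also: 0% = vehicle wells and 100% = reference agonist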
# AGP1 TOR yeast: alters AGP1-GFP fluorescence in TOR pathway yeast screen. 320,000 tested, 0.02% active. S. cerevisiae AGP1-GFP multiplex flow cytometry, 3 h; GFP as percent of DMSO wells. GFP response vs DMSO, % at 10 µM. AID 2066;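 active = GFP response relative to DMSO above a set limit, near screen average plus 3 SD, cut at about 150% in these data; inconclusive = fewer than 70 cells counted for the yeast strain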;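 also: median GFP channel fluorescence of the gated AGP1 strain per well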
# MEP2 TOR yeast: alters MEP2-GFP fluorescence in TOR pathway yeast screen; AID 2016; GFP response vs DMSO, % at 10 µM; S. cerevisiae MEP2-GFP strain, flow cytometry GFP, 3 h; 100% = DMSO control level; 330,000 tested, 0.51% active;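 active = GFP response versus DMSO above a set limit, roughly screen mean plus 3 SD, cut at about 180% in these data; inconclusive = fewer than 70 cells counted for a yeast strain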;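 also: median GFP fluorescence of the barcode-gated MEP2-GFP cells per well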
# RPL19A-GFP yeast: modulators of TOR pathway RPL19A-GFP in S. cerevisiae. 330,000 tested, 0.3% active. S. cerevisiae RPL19A-GFP strain, flow cytometry, 3 h; hits give low values. percent response vs DMSO, % at 10 µM;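 active = percent response vs DMSO below 50%; inconclusive = fewer than 70 events counted for the yeast strain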;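 also: median channel GFP fluorescence of the barcoded RPL19A-GFP strain; ratio of sample median GFP to plate DMSO average so 100% = DMSO; lower means less RPL19A-GFP as with rapamycin TOR inhibition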
# LAP4-GFP MLPCN: alters LAP4-GFP fluorescence in TOR pathway yeast screen; AID 2023; GFP response vs DMSO, % at 10 µM; 320,000 tested, 0.34% active; S. cerevisiae LAP4-GFP multiplex, flow cytometry GFP, 3 h; median GFP as percent of DMSO wells;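 active = GFP response vs DMSO above a set limit, about the screen mean plus 3 SD, cut at about 150% in these data; inconclusive = under 70 cell events counted for the yeast strain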
# * hit, by the source's call; u = inconclusive; x = no result given; [ ] = remark or other dose.
# Below each SMILES – CIT2 TOR yeast	MEP2 TOR yeast	RPL19A-GFP yeast	LAP4-GFP MLPCN	proCasp3 act	procasp7 counter	AGP1 TOR yeast	AHR activator
Cc1cc(C)nc(N2N=C(CSc3ccc(Cl)cc3)CC2=O)n1
 : 90	95	102	106	7	0	106	0
CCOc1ccc(-c2noc(CCC(=O)NC3CCCC3)n2)cc1OC
 : 103	102	103	103	6	1	104	7
Cc1ccc(S(=O)(=O)N[C@@H](Cc2ccccc2)C(=O)N2CCC(C(=O)N[C@@H](CC(C)C)C(=O)O)CC2)cc1
 : 97	117	103	105	1	-1	98	-1
O=C(CCN1C(=O)c2ccccc2C1=O)NCc1ccco1
 : 104	103	100	94	2	-9	104	-1
O=C(NCCOc1cccc2cccnc12)c1cccs1
 : 109	104	102	103	2	0	101	2
Cc1cc(C)nc(NC(=O)CSc2ncccn2)n1
 : 98	100	99	97	2	10	99	4
COc1cccc(NC(=O)CCCCCN2C(=O)[C@@H]3Cc4ccccc4CN3C2=O)c1
 : 107	107	105	102	11	6	109	-3
COc1ccccc1CNC(=O)C(=O)NCC1OCCN1C(=O)c1cccs1 (configuration not stated)
 : 96	88	98	71	-12	-1	92	-2
Cc1ccc(CC2C(=O)N(c3ccccc3)C(=O)C2C)cc1 (configuration not stated)
 : 101	97	104	93	0	-4	99	-2
COCCNC(=S)N1CCN(c2nc(-c3cccc(OC)c3)cs2)CC1
 : 94	90	100	85	3	1	87	3
Cc1ccc(C(=O)CSc2nnc(Cn3nnc4ccccc43)n2C)cc1
 : 92	93	94	97	-1	-3	94	0
Cc1ccc(CS(=O)(=O)CCC(=O)NCCN2CCCCC2C)cc1 (configuration not stated)
 : 107	103	98	100	5	-2	99	-1
Oc1ccccc1-n1c(-c2ccccc2)ccc1-c1ccccc1
 : 109	113	111	103	-5	5	106	51*
Cc1cccc(NS(=O)(=O)c2c(C(=O)N3CCCC3)c(C)n(C)c2C)c1
 : 105	102	102	99	8	8	100	0
CCc1nonc1NC(=O)c1oc2ccccc2c1C
 : 105	105	101	102	11	-2	99	15
O=C1CS/C(=N/N=C/c2cccs2)N1Cc1ccc(F)cc1
 : 85	103	100	112	-5	-1	100	3
Cc1cc(NC(=O)CSCC(=O)Nc2ccccc2N2CCCCC2)no1
 : 96	94	97	98	5	6	107	1
COc1cc(/C=C(\C#N)C(=O)Nc2cccc(C(=O)O)c2)ccc1OCc1ccc(F)cc1
 : 98	105	99	86	10	-13	94	6
CCOc1ccc(N=Nc2c(N)[nH][nH]c2=O)cc1
 : 112	112	108	100	4	-2	110	13
COc1ccc(S(=O)(=O)N(C)c2c(C)n(C)n(-c3ccccc3)c2=O)cc1OC
 : 95	98	97	100	-9	-3	102	1
Cc1ccc(-n2nnc3c(SCC(=O)NCc4ccco4)ncnc32)cc1
 : 91	99	94	102	2	7	x	0
Cc1ccc(S(=O)(=O)NCCNC(=O)CN2CCOCC2)cc1
 : 99	93	96	85	2	3	93	-1
Cc1nn(Cc2ccccc2)c(C)c1NC(=O)c1ccc([N+](=O)[O-])cc1[N+](=O)[O-]
 : 109	106	104	95	-7	2	102	-1
COc1cc(N/N=C(\C)c2ccc(O)c(C)c2)nc(-c2ccccc2)n1
 : 100	102	98	105	-8	-11	105	27
Cc1ccc(-n2c(=O)c3ccc(C(=O)NCc4ccco4)cc3n(Cc3ccccc3C#N)c2=O)cc1
 : 107	103	104	99	1	5	103	1
CCOC(=O)C1CCCN(C2=NC(=O)/C(=C/c3ccc(OC)cc3)S2)C1 (configuration not stated)
 : 109	104	109	104	-8	-3	106	4
COc1ccc(CCNC(=O)c2cc3c(=O)n4cccc(C)c4nc3s2)cc1OC
 : 105	105	105	98	4	1	104	1
Cc1cc(C)nc(SCc2cn3c(C)cc(C)nc3n2)n1
 : 88	84	86	97	11	-2	93	7
Nc1ccc(Cl)cc1/C(=N/O)c1ccccc1
 : 113	104	102	102	8	5	104	0
CCn1c(N)[n+](CC(=O)Nc2ccc(SC(F)F)cc2)c2ccccc21
 : 109	103	102	104	-1	-2	112	2
CCC(C)NC(=O)CSc1ccc(NC(C)=O)cc1 (configuration not stated)
 : 80	86	89	x	-4	39*	87	0
CC(=O)O[C@@H]1[C@@H](O)[C@@H](O)[C@H](Oc2c(-c3ccc(O)cc3)oc3c(CC=C(C)C)c(O)cc(O)c3c2=O)O[C@H]1C
 : 95	104	97	103	-4	-12	101	1
O=C(COC(=O)c1cccnc1Cl)Nc1ccc2c(c1)OCO2
 : 107	104	109	104	10	-1	100	3
COc1ccc(NC(=O)c2[nH]c(C)c(C(C)=O)c2C)cc1Cl
 : 94	97	97	103	0	9	97	40
CCOC(=O)c1cc(OC(=O)c2cccc([N+](=O)[O-])c2)n(-c2ccccc2)n1
 : 99	96	100	98	-4	4	95	-4
Cc1c(CNC(=O)c2cnn3c2NC(c2ccccc2)CC3C(F)(F)F)cnn1C (configuration not stated)
 : 105	100	103	97	10	0	110	1
Cc1ccc(N2CCN(CC(O)COc3cccc(C)c3)CC2)cc1 (configuration not stated)
 : 102	110	98	103	3	-5	105	0
COc1ccc2cc(Br)ccc2c1CC(=O)NCC1CCCO1 (configuration not stated)
 : 81	88	101	108	5	2	105	2
CS(=O)(=O)N1CCN(Cc2cc(=O)n3ccsc3n2)CC1
 : 100	105	99	95	3	0	98	0
COc1cc(NC(=O)CCc2c(C)[nH]c(=O)c(C#N)c2C)cc(OC)c1
 : 108	107	102	101	-2	9	102	3
CCOC(=O)N=Nc1c(O)n(CC(=O)OC)c2ccccc12
 : 101	103	103	98	-1	-3	102	-2
CCN1CCCC1CNC(=O)CN1C(=O)COc2ccc(C)cc21 (configuration not stated)
 : 95	94	101	111	1	-1	102	0
CC(Oc1ccc(Br)cc1)C(=O)N1CCN(c2ccccn2)CC1 (configuration not stated)
 : 107	107	98	103	x	x	92	x
CCOc1ccc(-n2c(C)cc(/C=C3/C(=N)N4C(=NC3=O)SN=C4S(C)(=O)=O)c2C)cc1
 : 108	114	110	105	3	-1	112	-3
CCCCn1c(SCc2nc3ccccc3s2)nc2ccccc2c1=O
 : 109	110	104	99	16	7	106	7
O=C(O)/C=C\C(=O)Nc1ccccc1C(=O)NCc1ccccc1
 : 84	73	86	90	0	3	82	-1
COc1ccc(-n2c(Cc3cccn3C)nnc2SCC(=O)Nc2ccccc2)cc1
 : 93	102	98	97	-10	-17	100	1
O=C(c1ccc(Cl)cc1)C1CCCN(C(=O)c2csnn2)C1 (configuration not stated)
 : x	100	88	88	7	-3	88	2
C=CCN1C(=O)/C(=C\c2cc(Br)c(OCc3ccccn3)c(OC)c2)SC1=S
 : 98	102	103	96	-2	-8	102	4
CCOc1ccc(OCC)c(NC(=O)C2CCN(c3nn4c(=O)cc(C)nc4s3)CC2)c1
 : 99	102	105	102	1	-5	104	4

# Following part:
# Below each SMILES – CIT2 TOR yeast	MEP2 TOR yeast	RPL19A-GFP yeast	LAP4-GFP MLPCN	proCasp3 act	procasp7 counter	AGP1 TOR yeast	AHR activator
CCOc1cccc(C2CC(=O)Nc3cc(OC)c(OC)cc32)c1 (configuration not stated)
 : 101	106	99	95	3	6	100	4
CC(NC(=O)C1CCCC1)c1ccc(Br)cc1 (configuration not stated)
 : 103	102	102	89	3	9	96	1
CCOc1ccc(-c2ccc(SC)nn2)cc1
 : 92	99	96	110	9	0	98	-7
CC(C)(C)C(=O)CN1C2=NCCN2c2ccccc21
 : 106	101	105	98	17	-1	105	5
O=C(Nc1cccc(Cl)c1Cl)C1CCN(C(=O)c2cccs2)CC1
 : 108	114	113	115	6	0	102	1
COc1ccccc1OCCNC(=O)C1CCCCC1
 : 94	102	93	109	0	2	102	4
O=C(Cc1ccccc1[N+](=O)[O-])OCC(=O)c1c[nH]c2ccccc12
 : 93	102	99	108	4	7	105	11
CC1(c2ccc3ccccc3c2)NC(=O)NC1=O (configuration not stated)
 : 103	113	105	101	2	7	103	1
Cc1nc2sc(C(c3ccc(Br)cc3)N3CC(C)OC(C)C3)c(O)n2n1 (configuration not stated)
 : u	u	u	111[may fluoresce red and violet]	-3	-8	110[may fluoresce red and violet]	0
CCOC(=O)c1cncc(C#CCO)c1
 : x	96	95	x	-9	0	x	2

# Three compounds out of the list above, arranged by their value in proCasp3 act, descending:
Compound	proCasp3 act
COc1ccccc1OCCNC(=O)C1CCCCC1	0
Cc1nc2sc(C(c3ccc(Br)cc3)N3CC(C)OC(C)C3)c(O)n2n1 (configuration not stated)	-3
CCOC(=O)c1cncc(C#CCO)c1	-9

# Filtered by structure: the compounds so far containing two or more sulfur atoms.
# Below each SMILES – CIT2 TOR yeast	MEP2 TOR yeast	RPL19A-GFP yeast	LAP4-GFP MLPCN	proCasp3 act	procasp7 counter	AGP1 TOR yeast	AHR activator
COCCNC(=S)N1CCN(c2nc(-c3cccc(OC)c3)cs2)CC1
 : 94	90	100	85	3	1	87	3
O=C1CS/C(=N/N=C/c2cccs2)N1Cc1ccc(F)cc1
 : 85	103	100	112	-5	-1	100	3
CS(=O)(=O)N1CCN(Cc2cc(=O)n3ccsc3n2)CC1
 : 100	105	99	95	3	0	98	0
CCOc1ccc(-n2c(C)cc(/C=C3/C(=N)N4C(=NC3=O)SN=C4S(C)(=O)=O)c2C)cc1
 : 108	114	110	105	3	-1	112	-3
CCCCn1c(SCc2nc3ccccc3s2)nc2ccccc2c1=O
 : 109	110	104	99	16	7	106	7
C=CCN1C(=O)/C(=C\c2cc(Br)c(OCc3ccccn3)c(OC)c2)SC1=S
 : 98	102	103	96	-2	-8	102	4

# (continued)
# Below each SMILES – CIT2 TOR yeast	MEP2 TOR yeast	RPL19A-GFP yeast	LAP4-GFP MLPCN	proCasp3 act	procasp7 counter	AGP1 TOR yeast	AHR activator
CC(C)(C)c1ccccc1OCC(O)CN1CCN(c2ccccn2)CC1 (configuration not stated)
 : 100	104	101	89	1	1	100	3
N#Cc1cc(C(=O)c2cc(Cl)ccc2O)cn(CC2CCCO2)c1=O (configuration not stated)
 : 84	97	97	97	-4	8	100	4
CCC(C)(C)n1nnnc1CN1CCN(C(c2ccccc2)c2ccccc2)CC1
 : 98	99	98	97	5	-4	104	0
CCOC(=O)N1CCC(NC(=O)CCC(=O)N2CC(C)Oc3ccc(Cl)cc32)CC1 (configuration not stated)
 : 105	101	96	97	6	1	101	1
N#Cc1c(N)nc2c(c1-c1ccccc1)CCC2
 : 104	113	111	97	9	10	102	10
